High-throughput results as filed in PubChem BioAssay.
RECQ1 helicase – qHTS Assay for Inhibitors of RecQ-Like Dna Helicase 1 (RECQ1). ATP-dependent DNA helicase Q1 (Homo sapiens), P46063. RECQ1 DNA unwinding, red fluorescence kinetic read. Potency, µM (titrated, usually from 57.3 µM), for inactives: top-dose activity, negative = inhibition, hits mostly inhibitors. 240,000 compounds, 0.54% hits;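 further: plate controls were vehicle for no effect and no enzyme for full effect; nearly all actives have a fitted effect of over 30% in size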
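RECQ1T1 50 nM; forked duplex (20 bp + 30-nt ss tails) 200 nM, ATP 2 mM final; pH 8.0, 2 mM MgCl2, 2.5 ug/ml poly(dI-dC); 15 min compound preincubation; discontinuous kinetic read over 2 h at RT.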
TRb-SRC2 inh – qHTS for Inhibitors of the Interaction of Thyroid Hormone Receptor and Steroid Receptor Coregulator 2; Potency, µM (titrated, usually from 106 µM), inactives show at the top dose activity change, negative = inhibition, most hits filed as inhibitors; 280,000 compounds, 0.065% hits; TRbeta-SRC2 peptide binding, fluorescence polarization; receptor liganded with 1 µM T3; Thyroid hormone receptor beta (Homo sapiens), P10828;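 further: plate controls were bound peptide for no effect and peptide without receptor for full effect; nearly all actives have a fitted effect of over 50% in size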
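Binding of a 20-amino-acid Texas Red SRC2 peptide (20 nM) to TRb ligand-binding domain (0.6 uM) with agonist T3 at 1 uM was followed by fluorescence polarization after a 5 hr room-temperature incubation.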
TR SRC2 fluor cs – Total Fluorescence Counterscreen for Inhibitors of the Interaction of Thyroid Hormone Receptor and Steroid Receptor Coregulator 2; TRb/SRC2 Texas Red total fluorescence interference; Potency, µM (doses to about 106 µM), for inactives: top-dose fluorescence change, negative = quenching; 280,000 compounds, 0.29% hits; AID 1479, 2009; active means well fitted curve in either direction with a large enough effect; inconclusive means small, poorly fitted or top-dose-only effect
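Flags fluorescent or light-absorbing compounds by total fluorescence, S + 2P, at 555 nm excitation and 632 nm emission. Mixture: 20 nM Texas Red SRC2 peptide, 0.6 uM human TRb LBD, 1 uM T3, 5% DMSO; compound exposure 5 h at ambient temperature.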
Tau FP inhib – qHTS for Inhibitors of Tau Fibril Formation, Fluorescence Polarization; Microtubule-associated protein tau (Homo sapiens), P10636; K18 P301L tau heparin fibrillization, Alexa594 FP, 6 h; Potency, µM (doses to about 57.7 µM), for inactives: top-dose activity, negative = inhibition, most hits filed as inhibitors; 280,000 compounds, 0.39% hits; AID 1468, 2008; further: nearly all actives have a fitted effect of over 55% in size
Target sequence (P10636 561-689 P618L limits assumed): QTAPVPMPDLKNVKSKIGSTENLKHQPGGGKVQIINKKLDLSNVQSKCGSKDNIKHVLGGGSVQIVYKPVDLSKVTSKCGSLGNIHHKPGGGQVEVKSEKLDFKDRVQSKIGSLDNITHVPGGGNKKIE
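Steps: dispense K18 P301L tau (15 uM plus 0.24 uM Alexa 594 tracer, final) in pH 7 sodium acetate; add compound; add heparin (20 uM final); incubate 6 hr, 37 C; add ThT (30 uM final); after 1 hr ambient, read FP.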
JMJD2E inh – qHTS Assay for Inhibitors of Human Jumonji Domain Containing 2E (JMJD2E) | Lysine-specific demethylase 4E (Homo sapiens), B2RXH2 | JMJD2E catalytic domain, FDH-coupled NADH fluorescence (FDH is formaldehyde dehydrogenase) | 230,000 compounds, 1.6% hits | Potency, µM (titrated, usually from 57.1 µM), without a hit: top-dose activity change, negative = inhibition, hits mostly inhibitors; active means well fitted inhibition curve with a large enough effect, not every such curve was filed as active; inconclusive means small, poorly fitted or top-dose-only effect, or another doubt; inactive means no such curve, though single readings can be large or run the other way;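 further: 0% = wells with enzyme and -100% = buffer wells without enzyme; nearly all actives have a fitted effect of over 50% in size; many of its hits are not listed in these tables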
GoLoco inh red – qHTS Assay for Inhibitors of RGS12 GoLoco Motif Activity (Red Fluorophore). Gai1:RGS12 GoLoco peptide FP, rhodamine, 10 min. Potency, µM (highest dose often 61.6 µM), for inactives: at the top dose activity, negative = inhibition, most hits filed as inhibitors. AID 880, 2007. 230,000 compounds, 0.44% hits; active means well fitted inhibition curve with a large enough effect, not every such curve was filed as active; inactive means no such curve, though single readings can be large or run the other way; further: nearly all actives have a fitted effect of over 30% in size; many of its hits are not listed in these tables
Tau fibril ThT – qHTS for Inhibitors of Tau Fibril Formation, Thioflavin T Binding; 270,000 compounds, 2.1% hits; Potency, µM (top dose mostly 57.4 µM), inactives show top-dose activity, negative = inhibition, actives largely listed as inhibitors; recombinant tau K18 P301L (four-repeat tau fragment), heparin-induced fibrillization, ThT fluorescence; further: nearly all actives have a fitted effect of over 55% in size
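K18 P301L tau (15 uM + 0.24 uM Alexa 594-tagged), heparin 20 uM, NaOAc pH 7, 6 h 37 C; ThT 30 uM, 1 h RT, ex 450/em 510 nm.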
L3MBTL1 inh – qHTS Assay for the Inhibitors of L3MBTL1; Lethal(3)malignant brain tumor-like protein 1 (Homo sapiens), Q9Y468; AlphaScreen L3MBTL1–H3K9me1 peptide binding; Potency, µM (doses to about 57.1 µM), for the others: at the highest dose activity, negative = inhibition, hits mostly inhibitors; 230,000 compounds, 0.66% hits; AID 485360, 2010; further: nearly all actives have a fitted effect of over 60% in size
Target sequence (Q9Y468 whole entry, looked up): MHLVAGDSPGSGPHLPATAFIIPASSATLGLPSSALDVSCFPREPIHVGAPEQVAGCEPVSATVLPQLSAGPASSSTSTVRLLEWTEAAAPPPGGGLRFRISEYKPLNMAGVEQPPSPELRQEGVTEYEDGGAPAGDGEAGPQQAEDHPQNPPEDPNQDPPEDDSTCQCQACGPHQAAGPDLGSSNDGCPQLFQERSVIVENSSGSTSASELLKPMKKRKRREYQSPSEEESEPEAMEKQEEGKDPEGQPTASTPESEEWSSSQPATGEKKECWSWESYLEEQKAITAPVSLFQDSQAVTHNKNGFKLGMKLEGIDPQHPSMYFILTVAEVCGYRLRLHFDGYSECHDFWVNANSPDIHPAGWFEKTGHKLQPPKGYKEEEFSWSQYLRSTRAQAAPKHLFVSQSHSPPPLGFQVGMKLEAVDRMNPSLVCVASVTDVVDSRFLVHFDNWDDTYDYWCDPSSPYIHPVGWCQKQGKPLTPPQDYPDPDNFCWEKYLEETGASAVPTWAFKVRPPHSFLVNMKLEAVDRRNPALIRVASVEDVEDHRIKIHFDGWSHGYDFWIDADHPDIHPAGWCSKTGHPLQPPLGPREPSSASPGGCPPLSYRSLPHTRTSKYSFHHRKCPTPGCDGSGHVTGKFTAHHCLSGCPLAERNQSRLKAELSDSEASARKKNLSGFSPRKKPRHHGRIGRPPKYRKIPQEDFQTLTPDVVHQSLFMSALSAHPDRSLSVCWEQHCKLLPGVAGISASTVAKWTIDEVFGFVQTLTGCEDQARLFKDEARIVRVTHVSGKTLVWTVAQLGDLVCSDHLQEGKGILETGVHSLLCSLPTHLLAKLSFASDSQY
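AlphaScreen assay: L3MBTL1 (50 nM final) was preincubated 30 min at room temperature with biotinylated H3(1-15)K9me1 peptide (75 nM final), then 30 min with library compounds; streptavidin donor and nickel chelate acceptor beads (10 ug/mL final) added, 30 min dark.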
An asterisk follows results filed as active; i = inactive; u = inconclusive; x = not tested or not shown; & = joins results of further samples; [ ] = remark or other dose. Unless noted, the call rests on the fitted dose curve; in most records, active means well fitted curve in the direction sought with a large enough effect; inconclusive means small, poorly fitted or top-dose-only effect, or another doubt; inactive means no such curve, though single readings can be large; an effect the other way counts as inactive or inconclusive. Unless noted, on the % scale 0 is the no-effect control and ±100 the full control effect; potency means the concentration at half of the fitted maximal effect. This is a subset; count on the stated rates, not on these rows.

SMILES | RECQ1 helicase | TRb-SRC2 inh | TR SRC2 fluor cs | Tau FP inhib | JMJD2E inh | GoLoco inh red | Tau fibril ThT | L3MBTL1 inh
CN(C)S(=O)(=O)N1CCCC(C(=O)c2ccc(-c3ccccc3)c(F)c2)C1 (stereo unspecified) | -3% | -7% | 1% | 3% | -1% | -6% | -17% | 11%
COc1ccc(Cl)cc1NC(=O)C1CCCN(c2cc(C)nc3ncnn23)C1 (stereo unspecified) | -3% | 2% | -4% | -10% | -1% | 6% | -9% | -4%
COc1ccc(OC)c(CN2C(=O)CCC2(C)C(=O)NC2CCCCCC2)c1 (stereo unspecified) | -5% | 4% | -1% | -1% | 4% | -3% | -6% | -1%
COc1ccccc1CN1CCC(CNC(=O)c2cnn(-c3ccccc3Cl)c2C2CCN(C(=O)OC(C)(C)C)CC2)CC1 | x | -6% | -1% | -2% | x | x | u | x
Cc1cc(C(=O)CN2CCC(C)CC2)c(C)n1-c1ccccc1F | 0% | -14% | 0% | 1% | -22% | 9% | -9% | -3%
COc1ccc(C2=NN(c3nc(C)cc(C)n3)C(=O)C2)cc1 | -5% | -2% | 0% | -11% | -28% | 21% | -19% | 15%
COC(=O)c1cccc(NC(=O)CSc2nnc(COc3cccc(C)c3)n2C)c1 | u | -1% | 2% | -2% | -2% | 6% | u | 3%
Cc1ncoc1C(=O)N1CCCC(C(=O)c2ccc(-c3ccccc3)c(F)c2)C1 (stereo unspecified) | -12% | 3% | 0% | 7% | -14% | 7% | -14% | -20%
COc1ccc(-c2cc(C(F)(F)F)nc(SCC(=O)N3CCOCC3)n2)cc1OC | -4% | 8% | 1% | -8% | u | 14% | u | 42%[activator][11.4 µM]
CCn1c(=O)cc(SCC(=O)NCc2ccco2)c2ccccc21 | 0% | 11% | -1% | -2% | -30% | -9% | -1% | -1%
Cc1nnc(Cl)c2nn(-c3ccccc3)c(C)c12 | i | -7% | -7% | 4% | -8% | -2% | u | 33%[activator]
NC(=O)N/N=C/C=C/c1ccccc1 | i | 1% | 0% | 10% | -8% | 5% | -3% | 8%
NC(=O)C1(N2CCCCC2)CCN(C(=O)c2cccn3c(=O)c4cc(Cl)ccc4nc23)CC1 | -12% | 1% | -4% | 5% | u | 47%[activator] | -11% | 4%
Cc1cccc(NC(=O)c2c(-c3ccccc3)noc2C)n1 | -6% | 4% | -3% | -3% | -2% | -4% | 0% | -4%
CCOc1ccc(-n2nnc3c(=O)n(CC(=O)N4CCCc5ccccc54)cnc32)cc1 | -7% | 5% | -1% | -12% | -3% | 0% | 0% | 8%
CC(C)(C)CC(C)(C)c1ccc(O)c(Cc2ccc(Cl)cc2Cl)c1 | i | 1% | 0% | u | -19% | 5% | -13% | x
O=C(Cn1cnc2c(cnn2-c2ccc(Cl)cc2)c1=O)N1CCN(c2ccccc2)CC1 | -19% | -5% | -2% | 5% | u | 4% | -8% | 4%
O=C(CSc1nc(=O)[nH]c2c1CCCC2)NCc1ccccc1 | x | -4% | 0% | 6% | x | x | 6% | x
COc1ccc([N+](=O)[O-])c2c1CCN2C(=O)CC[C@H](N)C(=O)O | i | -2% | -4% | -9% | -24% | 2% | -17% | x
O=C(Nc1ccc(C(F)(F)F)cc1)c1cc(-c2cccnc2)nc2ccc(Br)cc12 | 1% | 3% | 0% | u | 11% | 4% | 7% | u
COc1ccc(N=C2C(=Nc3ccc(OC)cc3)N(c3ccc(N(C)C)cc3)C(=S)N2c2ccc(OC)cc2)cc1 | i | -17% | -1% | 9% | 0% | 10% | u | x
Cc1cc(C)c(C(=O)COC(=O)c2cccnc2Cl)c(C)c1 | -5% | -8% | 1% | 4% | 6% | 1% | -15% | 22%
COc1ccc(S(=O)(=O)Cc2ccc(C(=O)N3CCCC3)o2)cc1 | -11% | -1% | -6% | 9% | 5% | -13% | -3% | x
Nc1cc(N2CCOCC2)c(Cl)cc1[N+](=O)[O-] | -7% | 1% | -2% | 4% | 10% | 6% | u | -16%
CC(C)(C)C(=O)COC(=O)CCc1nc2ccccc2[nH]c1=O | i | 7% | -1% | -1% | -4% | 23% | 11% | -17%
Cc1cc(NC(=O)CSc2nc3cc(C(=O)NCCCOC(C)C)ccc3c(=O)n2Cc2ccco2)no1 | -2% | -5% | 2% | -5% | u | 1% | -1% | x
Clc1cccc(-c2cc3nc4c(c(N5CCN(c6cnccn6)CC5)n3n2)CCCC4)c1 | 0% | -6% | -8% | -1% | -26% | 5% | -13% | -4%
CCCn1cc(S(=O)(=O)c2cc(C)ccc2C)c(=O)c2cc(F)c(N3CCCCCC3)cc21 | x | 2% | -21% | 2% | x | x | -10% | x
COc1cc(NS(=O)(=O)c2ccc(Br)cc2)c(OC)cc1NC(=O)c1ccco1 | 0% | 5% | 0% | 4% | 0% | 130%[activator] | 1% | x
Cc1ccc(OCCCC(=O)Nc2ccc(N3CCOCC3)cc2)c(C)c1 | i | -14% | 1% | 12% | u | 9% | u | -9%
CCOC(=O)C1CCCN(C(=O)c2ccc(C)c(NC(=O)c3nsc4ccccc34)c2)C1 (stereo unspecified) | x | 1% | -4% | 1% | x | x | u | x
CCSc1nc2c(c(=O)[nH]1)C(c1cccnc1)C(C(=O)OC(C)C)=C(C)N2 (stereo unspecified) | i | -16% | 1% | -6% | u | 4% | 0% | -27%
CCn1c(C(C)NC(=O)c2ccc(OC)c(OC)c2)nc2ccccc21 (stereo unspecified) | 14% | -4% | 0% | 4% | 2% | 3% | -9% | 4%
CN(CCc1cnn(C)c1)Cc1cn[nH]c1-c1ccc(-c2ccccc2)cc1 | -7% | 5% | 0% | 0% | -13% | 10% | -11% | 6%
Cc1cc2cc(CCNC(=O)CC(C)C)c(=O)[nH]c2cc1C | -2% | 1% | 1% | 7% | -4% | 0% | 1% | 5%
Cc1cccc(C)c1Nc1c(-c2ccc(N3CCOCC3)cc2)nc2ncccn12 | -5% | -8%&9% | -2%&-4% | 3%&6% | -4% | 32%[activator] | u | -30%
O=C(CN1C(=O)c2ccccc2C1=O)Nc1cccnc1 | i | 3% | -5% | 7% | 4% | 1% | -5% | -3%
COc1cc(CCC(=O)OCC(=O)NCC2CCCCC2)cc(OC)c1OC | -15% | -1% | 1% | 1% | 3% | 6% | 7% | -2%
COc1ccc(NC(=O)c2cc3n(n2)C(C(F)(F)F)CC(c2ccc(OC)cc2)N3)cc1 (stereo unspecified) | -5% | -5% | 0% | 0% | -15% | -3% | u | -9%
Cc1cccn2c(CNC3CCCc4ccccc43)c(C(=O)N3CCOCC3)nc12 (stereo unspecified) | -1% | -3% | -1% | -5% | -6% | -6% | -11% | 3%

Fetched one by one from the list above, 3 records:
SMILES | RECQ1 helicase | TRb-SRC2 inh | TR SRC2 fluor cs | Tau FP inhib | JMJD2E inh | GoLoco inh red | Tau fibril ThT | L3MBTL1 inh
Cc1cccn2c(CNC3CCCc4ccccc43)c(C(=O)N3CCOCC3)nc12 (stereo unspecified) | -1% | -3% | -1% | -5% | -6% | -6% | -11% | 3%
O=C(CN1C(=O)c2ccccc2C1=O)Nc1cccnc1 | i | 3% | -5% | 7% | 4% | 1% | -5% | -3%
CC(C)(C)C(=O)COC(=O)CCc1nc2ccccc2[nH]c1=O | i | 7% | -1% | -1% | -4% | 23% | 11% | -17%

Next structures:
SMILES | RECQ1 helicase | TRb-SRC2 inh | TR SRC2 fluor cs | Tau FP inhib | JMJD2E inh | GoLoco inh red | Tau fibril ThT | L3MBTL1 inh
Cc1ccc(CCNC(=O)C2CCC(=O)N2C(C)C)cc1 (stereo unspecified) | -6% | -18% | 1% | 2% | 0% | 6% | -6% | -2%[11.4 µM]
CN1CCC(OC(=O)c2cccc(Cl)c2)CC1 | 2% | -5% | 0% | 2% | -3% | 2% | 0% | -5%
Cc1oc(-c2cccc(Cl)c2)[n+]([O-])c1C | -9% | -6% | 1% | 1% | 10% | 12% | -2% | 10%
CCC(=O)NC(=S)N1CCN(c2ccc([N+](=O)[O-])cc2Cl)CC1 | 15% | -11% | -1% | 1% | 0% | 6% | -8% | 0%
Cc1ccccc1NC(=O)CSc1nc(-c2ccco2)nc2cc(=O)[nH]n12 | x | -3% | -1% | -7% | x | x | u | x
Cc1cc(C#N)c2ccccc2n1 | -10% | -3% | -2% | 3% | 15% | -7% | -9% | x
Cc1cccc(NC(=S)NNC(=O)CCn2cc(C)cn2)c1 | 1% | -4% | -1% | 2% | -2% | 0% | 4% | -3%
CCOc1cc(N2CCOCC2)c(OCC)cc1NC(=O)CN1C(=O)C2CC=CCC2C1=O (stereo unspecified) | -16% | 1% | 2% | 9% | 0% | -3% | -6% | x
COc1ccc2[nH]cc(C(=O)CN3CCC(C)CC3)c2c1 | 2% | 5% | -1% | 1% | -8% | 6% | 1% | 12%
Cc1n[nH]c(C)c1CCC(=O)N/N=C/c1cccs1 | -4% | -4% | 0% | -8% | 5% | 9% | -23% | -8%
C/C(CC(=O)Nc1ccccn1)=N\NC(=O)c1ccc(C)cc1 | 13% | -12% | 1% | -11% | u | 12% | u | 5%
CCOC(=O)c1c(C)oc2cc(Br)c(O)c(Br)c12 | 0% | -10% | -3% | 7% | -1% | -27% | u | -8%
COC(=O)c1c(NC(C)=O)sc(C)c1C | -1% | 0% | 0% | -8% | -5% | 26% | -3% | x
Cc1nn(C)c(C)c1NC(=O)Nc1ccc(Cl)c(Cl)c1 | i | 7% | -2% | u | 0% | -3% | 2% | x
Fc1ccc(-c2noc3ncnc(NCc4ccc(Cl)cc4)c23)cc1 | x | 5% | -3% | -13% | x | x | -1% | x
